Source: PubChem (Sanford-Burnham Center for Chemical Genomics)
mouse EphA4 binding: EphA4 ligand-binding antagonists – biochemical, colorimetric, mouse EphA4, primary screen (AID 689); 62,000 compounds, 0.1% hits; inhibition, % at 10 µM, or IC50 in µM where a hit was titrated; EphA4-AP binding to KYL peptide, pNPP A405; higher % means a stronger effect; in the data active = a potency from the dose series; inactive = the rest, 99 in 100 with inhibition below about 22%
Active calls of the source: *.

The first 6 compounds as a preview:
molecule | mouse EphA4 binding
CCC(C)(C)n1nnnc1C(c1ccccn1)N1CCOCC1 (stereo unspecified) | -14.3%
CCCC(=O)Oc1ccc2c(=O)c(-c3ccccc3OC)coc2c1 | 8.9%
CC1CCCN(c2ccc(/C=C(\C#N)c3nn(-c4ccccc4)c(N)c3C#N)cc2[N+](=O)[O-])C1 (stereo unspecified) | -9.1%
Cc1c(Cl)cccc1NC(=O)c1cc(C2CC2)on1 | 1.8%
COCCN=C1NS(=O)(=O)c2ccccc21 | -5.1%
O=C(NCCCO)C(=O)NCC1CCCO1 (stereo unspecified) | 0.6%

Main list (from the top)
molecule | mouse EphA4 binding
CCC(C)(C)n1nnnc1C(c1ccccn1)N1CCOCC1 (stereo unspecified) | -14.3%
CCCC(=O)Oc1ccc2c(=O)c(-c3ccccc3OC)coc2c1 | 8.9%
CC1CCCN(c2ccc(/C=C(\C#N)c3nn(-c4ccccc4)c(N)c3C#N)cc2[N+](=O)[O-])C1 (stereo unspecified) | -9.1%
Cc1c(Cl)cccc1NC(=O)c1cc(C2CC2)on1 | 1.8%
COCCN=C1NS(=O)(=O)c2ccccc21 | -5.1%
O=C(NCCCO)C(=O)NCC1CCCO1 (stereo unspecified) | 0.6%
COc1ccc(CN2C(=O)CN=C2Nc2cccc(C)c2C)cc1 | -4.0%
CC#CCCC(=O)N1C=Cc2ccccc2C1C#N (stereo unspecified) | -0.7%
CC(C)(C)NC(=O)c1cc(N)cc(N)c1 | -6.1%
Cc1ccc(N2C(=O)C3C4CCC(O4)C3C2=O)nc1 (stereo unspecified) | -5.7%
Cc1csc2nc(CNC(=O)c3cccc(C(F)(F)F)c3)cn12 | -13.5%
c1cn(CCCNc2ncnc3sc4c(c23)CCC4)cn1 | -11.2%
CCOc1ccc(C2CC(=O)NC(SCC(=O)OC)=C2C#N)cc1 (stereo unspecified) | -10.9%
Cc1ccc(S(=O)(=O)NC(CC(C)C)C(=O)Oc2ccc3c4c(c(=O)oc3c2)CCC4)cc1 (stereo unspecified) | -0.1%
COc1ccc(C(=O)OCCNC(=O)c2c(Cl)nc3ccccn23)cc1 | -10.6%
CCc1ccc2c(c1)C1(SC(NC(C)=O)=NN1C(C)=O)C(=O)N2C(C)C (stereo unspecified) | 1.2%
COc1ccc(Cc2nnc(SCC(=O)c3ccccc3)o2)cc1 | -9.5%
COc1ccc(NC(=O)C2CC(=O)n3ncnc3N2)cc1 (stereo unspecified) | -11.6%
CCn1nnnc1SCC(=O)c1cc(OC)ccc1OC | -6.4%
CC(C)NC(=O)C1CCN(C(=O)c2cc3sccc3n2Cc2ccc(F)cc2)CC1 | -18.0%
CCOC(=O)C(C(=O)OCC)C(Nc1cccc(Br)c1)c1ccccc1 (stereo unspecified) | -12.0%
CCOC(=O)c1ccc(NC(=O)C2CC2)cc1 | -12.6%
Cc1nnc(NC(=O)COc2ccccc2)s1 | -2.9%
O=C(NNS(=O)(=O)c1ccc(Br)cc1)c1ccncc1 | -8.8%
Cc1cc(N(C)C)cc(C)[n+]1[O-] | -12.5%
CC(C)CCOc1cccc(OCC(=O)N(C)C2CCS(=O)(=O)C2)c1 (stereo unspecified) | 4.3%
Cc1ccc2oc(-c3cc(NC(=O)/C=C/c4ccccc4)ccc3O)nc2c1 | -0.4%
CCN(CCNS(=O)(=O)c1ccc2c(c1)oc(=O)n2C)c1ccccc1 | -10.2%
COc1ccc2nc(N3CCCC(C(=O)NCCCN4CCN(C)CC4)C3)sc2c1 (stereo unspecified) | -12.2%
CC(=O)CC(=O)Nc1ccc(Cl)c(Cl)c1 | 2.2%
O=C(Oc1ccccc1)c1ccc(-n2cnnn2)cc1 | -6.6%
Cc1cc(NC(=O)CCC(=O)N(CCC(C)C)CC(=O)NCC2CCCO2)no1 (stereo unspecified) | -9.7%
Cc1nn(CC(=O)NCCc2ccc(Cl)cc2)c(C)c1[N+](=O)[O-] | -2.1%
COc1cc(/C=C2/SC(=O)N(Cc3ccccc3Cl)C2=O)ccc1OCc1ccncc1 | -12.9%
CCn1c2ccccc2c2cc(/C=N/NC(=O)c3ccccc3)ccc21 | -14.9%
CC(=O)Nc1ccc2nc(C3CCCCC3)[nH]c2c1 | -20.2%
Cc1sc(Nc2ccc([N+](=O)[O-])cc2)nc1-c1c(C)n(C)n(-c2ccccc2)c1=O | 3.6%
COc1cccc(/C=C2\SC(=S)N(CCC(=O)Nc3cccc(OC)c3)C2=O)c1 | -15.4%
Clc1ccc(-c2nc(Cc3ccccc3)no2)cc1 | -12.9%
O=C(Cn1c(NCCO)nc2ccccc21)c1cccs1 | -32.5%

The last 6 records of the part above are carried over, then new ones follow.
molecule | mouse EphA4 binding
CCn1c2ccccc2c2cc(/C=N/NC(=O)c3ccccc3)ccc21 | -14.9%
CC(=O)Nc1ccc2nc(C3CCCCC3)[nH]c2c1 | -20.2%
Cc1sc(Nc2ccc([N+](=O)[O-])cc2)nc1-c1c(C)n(C)n(-c2ccccc2)c1=O | 3.6%
COc1cccc(/C=C2\SC(=S)N(CCC(=O)Nc3cccc(OC)c3)C2=O)c1 | -15.4%
Clc1ccc(-c2nc(Cc3ccccc3)no2)cc1 | -12.9%
O=C(Cn1c(NCCO)nc2ccccc21)c1cccs1 | -32.5%
Nc1c(C(=O)NCCN2CCOCC2)c2nc3ccccc3nc2n1-c1ccccc1 | 11.2%
O=S(=O)(NCCc1ccccc1)c1ccc(S(=O)(=O)N2CCCCC2)cc1 | -6.6%
Cc1ccc(C23CC4CC(CC(C(=O)O)(C4)C2)C3)cc1 | 0.7%
COc1ccc(-c2nnc(SC)n2C)cc1 | -30.5%
CC(=O)N1CCN(C(=S)c2ccc(-c3ccc(Cl)cc3)o2)CC1 | 5.7%
CCC(=O)NC1=C(C#N)C2(CCCC2)Cc2ccccc21 | -7.5%
O=C1Nc2ccc(NS(=O)(=O)c3cccs3)c3cccc1c23 | 5.7%
CCCn1c(N)c(N2CCCCC2)c(=O)n(CC(=O)Nc2ccc(OC(F)(F)F)cc2)c1=O | -0.6%
Cc1ccc(/C=C/C(=O)N2CC(C)CC(C)C2)o1 (stereo unspecified) | -3.5%
CCOC(=O)c1c(C)n(C)c2ccc(O)c(CN3CCN(C)CC3)c12 | -7.2%
Cc1ccccc1N1C(=O)/C(=C/c2cc(C)n(-c3cccnc3)c2C)C(=O)NC1=S | 32.2%
COc1ccc(OC)c(Nc2nc3nonc3nc2N2CCCCC2)c1 | -14.0%
C/C(=N\OC(=O)c1ccc(Cl)cc1)c1nccs1 | -10.6%
CCOc1ccc2nc(SCC(=O)c3ccccc3)sc2c1 | 1.8%
COc1ccccc1N1CCN(C(=O)Cn2nnc(-c3ccncc3)n2)CC1 | -29.5%
CCOC(=O)NC(NC(=O)OCC)C(=O)c1ccccc1 | -2.8%
Cc1c(Br)c(=O)[nH]c(=O)n1COCc1ccccc1 | 4.1%
Nc1ccc(C(=O)OCc2nc3ccccc3[nH]2)cc1 | 5.0%
COc1cc2cc(C(=O)O)n(C)c2c(OC)c1OC | -7.3%
O=C(Cc1ccc(Cl)cc1)N/N=C1\CCCc2ccccc21 | -7.9%
CN(C)S(=O)(=O)c1cccc(C(=O)OCC(=O)c2ccc3c(c2)NC(=O)CO3)c1 | -7.6%
CCn1cc([N+](=O)[O-])c(C(=O)Nc2c(C)nn(Cc3c(F)c(F)c(F)c(F)c3F)c2C)n1 | -18.0%
COc1cc(C(=S)N2CCCC2)ccc1O | -12.6%
Cc1[nH][nH]c(=O)c1N=Nc1ccccc1 | 3.9%
Cc1cc(C)nc(NC(=O)c2ccc(Cl)c(Cl)c2)n1 | -0.9%
Cc1ccc(S(=O)(=O)NCC(=O)OC(C)C(=O)Nc2ncc(Cl)cc2Cl)cc1 (stereo unspecified) | -3.7%
CCOC(=O)c1c(C(C)(C)C)oc2ccc(O)cc12 | 0.1%
CC(C)CNc1nc(Oc2ccc(=O)n(C)n2)nc(N2CCOCC2)n1 | -17.8%
COc1ccccc1/C=N/n1cnnc1 | -10.2%
O=S(=O)(c1ccccc1)c1nc(-c2ccco2)oc1NCc1ccccc1 | -2.7%
O=c1oc2ccccc2c2c1SC(C(F)(F)F)C2 (stereo unspecified) | -3.8%
Cc1ccc(Cn2nnc3c(=O)[nH]c(C(=O)NCc4ccco4)nc32)cc1 | -6.4%
COC(=O)c1[nH]c2ccc(Cl)cc2c1NC(=O)C1CC1 | -11.7%
COc1cccc(N2CC(O)=C(c3ccccc3)C2=N)c1 | 19.1%
Cc1ccc(S(=O)(=O)Nc2cc(-c3ccc(F)cc3)[nH]n2)cc1 | 12.4%
O=C(CC1C(=O)OCN1C(=O)OCc1ccccc1)OCC(=O)c1ccccc1 (stereo unspecified) | -1.6%
Cc1ccc(NC(=O)Cn2cnc3sc(C(=O)NCc4ccco4)c(C)c3c2=O)cc1Cl | -11.9%
CC(C)c1nc2oc3c(=O)[nH]cnc3c2c2c1CCC2 | -12.6%
Nc1c(C(=O)NCCN2CCOCC2)c2nc3ccccc3nc2n1CCc1ccccc1 | 0.0%
O=c1cc(-c2ccccc2)[nH]n1-c1ccc([N+](=O)[O-])cc1 | 0.4%

Next section.
smiles | mouse EphA4 binding
O=C(CN(c1cccc([N+](=O)[O-])c1)S(=O)(=O)c1ccccc1)Nc1ccc(F)c(Cl)c1 | -1.0%
Cn1c(SCc2nnc(-c3ccccc3Br)o2)nc2sc3c(c2c1=O)CCC3 | 11.6%
CN(Cc1cccs1)C(=O)COc1ccc(-c2nnco2)cc1 | -3.3%
N#CC(c1cccc(Cl)c1)c1ncc(C(F)(F)F)cc1Cl (stereo unspecified) | -13.0%
Cn1c(SCCCC(=O)c2ccc(F)cc2)nnc1-c1ccncc1 | -1.9%
COc1ccccc1CNC(=O)C1CC(c2cccc([N+](=O)[O-])c2)=NO1 (stereo unspecified) | 0.3%
CCOc1ccc(NC(=O)c2ccc(C)c([N+](=O)[O-])c2)cc1 | -10.6%
Cc1ccc(-c2csc(N3CCC(C(N)=O)(N4CCCCC4)CC3)n2)cc1 | -6.5%
COC(=O)c1[nH]c2cc(OC)ccc2c1NC(=O)CCN1CCSCC1 | 1.0%
COC(=O)NCCOc1nc(N(C)C)nc(N(C)C)n1 | 10.4%
CCCc1ccc(-c2c(C)sc(N)c2C#N)cc1 | 8.0%
Cc1cc(/C=N/NC(=O)c2cccs2)c(C)n1-c1ccccc1 | -9.2%
Cc1cc(NC(=O)c2ccc(C)c(C)c2)no1 | 1.4%
O=C(COc1ccc(Cl)cc1Cl)NCCC1=CCCCC1 | -0.9%
COc1ccc(OC)c(NC(=O)CSc2nnc(Cn3nnc4ccccc43)n2C)c1 | -16.6%
COc1ccc(OC)c2[nH]c(=O)c(CCNC(=O)COc3ccccc3)cc12 | -5.3%
COc1cccc(OCCNc2cc(N3CCCCC3)ccc2[N+](=O)[O-])c1 | -0.7%
CCCCn1c(SCC(=O)N2CCC(C)CC2)nc2ccsc2c1=O | -6.0%
COc1ccccc1-c1cc(C(F)(F)F)nc(S(=O)(=O)CCCC(=O)Nc2cc(C)on2)n1 | -4.4%
CCOc1ccc2nc(NC(=O)Cn3cnc4c3c(=O)n(C)c(=O)n4C)sc2c1 | -6.5%
C=CCc1cc(/C=N/NC(=O)CSc2nnc(CCCc3ccc(OC)cc3)o2)cc(OC)c1O | -2.3%
Cc1nnc(SCC(=O)Nc2ccc(Cl)cn2)n1Cc1ccccc1 | -3.5%
CCn1c(SCC(=O)c2ccc(CNC(C)=O)o2)nnc1-c1cccs1 | -8.5%
Nc1ccc2oc(=O)c3ccccc3c2c1 | -15.4%
CC(C)c1nnc(NC(=O)Nc2ccccc2)s1 | 8.4%
CC(=O)Nc1ccc(S(=O)(=O)NCCSCc2c(Cl)cccc2Cl)cc1 | -15.6%
O=C(c1cccc(Cl)c1)c1nn(-c2ccccc2)c(=O)cc1C(F)(F)F | -7.7%
COc1ccc2c(oc(=O)c3ccccc32)c1C | 4.3%
CCn1c(-c2ccc([N+](=O)[O-])cc2)n[nH]c1=S | -5.6%
CC(C)(C)NC(=O)CSc1nccn1Cc1ccccc1 | -10.7%
Cc1ccc(-c2nn(Cc3ccccc3)cc2/C=C/C(=O)O)cc1C | 3.1%
Cn1cc(S(=O)(=O)N2CCC(Cc3ccccc3)CC2)c(=O)n(C)c1=O | -10.2%
CCn1cc(C(=O)NCc2ccc3c(c2)OCO3)c2cc(OC)c(OC)cc2c1=O | 4.9%
CCNc1cccc2c1C(=O)N(C)C2=O | -2.6%
COC(=O)N/C(C)=C1/NC(=O)c2ccccc2C(c2ccccc2)N1 (stereo unspecified) | 1.9%
CC1(C)SC(=S)N(/N=C/c2ccc(O)cc2)C1N(O)C(=O)Nc1ccc([N+](=O)[O-])cc1 (stereo unspecified) | -8.2%
CN(C)c1nc(SCCOC(=O)COc2ccc(Cl)cc2Cl)nc(N(C)C)n1 | -30.1%
CC(=O)COc1ccc2c3c(c(=O)oc2c1C)CCC3 | 4.8%
O=C(Nc1nccs1)C1CCCN(S(=O)(=O)c2cccnc2)C1 (stereo unspecified) | 8.3%
CCOC(=O)c1sc(NC(=O)CSc2nc(-c3ccco3)cc(C(F)(F)F)n2)c(C(=O)OC)c1C | -7.4%
COc1ccc2nc(Nc3nc(C)c(C(C)=O)s3)sc2c1 | -2.5%
CN(C)S(=O)(=O)Oc1ccccc1C(=O)Nc1cccc(C(F)(F)F)c1 | -8.9%
COc1ccc(-c2oc(NC(=O)CCl)c(C#N)c2-c2ccc(OC)cc2)cc1 | -8.4%
CCCCN(C)Cc1c(C)[nH]c2ccc(C)cc2c1=O | 2.9%
CC(=O)NC1C(=O)N=C(SCC(=O)NC(C)c2ccccc2)NC1=O (stereo unspecified) | 16.0%
O=C(c1cc(Br)ccc1Cl)N1CCN(c2ccc([N+](=O)[O-])cc2)CC1 | 35.4%
Cc1ccsc1-c1nc(-c2ccccc2)c(-c2ccccc2)[nH]1 | -10.5%
CCN(CC)S(=O)(=O)c1ccc2c(c1)nc(CCC(=O)OCC(=O)N1CCc3ccccc31)n2C | 0.7%
CCOC(=O)CNC(=O)Nc1cc(C(C)(C)C)nn1-c1ccccc1 | 3.0%

Not all compounds are listed. The share of hits here may be higher or lower than overall.
